SENP7 block = SENP7 protease inhibitors, primary screen, biochemical, luminescence, uHTS. Sentrin-specific protease 7 (Homo sapiens), Q9BQF6. recombinant SENP7, Z-RLRGG-aminoluciferin luminescence, 40 min. inhibition, % at 5 µM. actives 1.5% (n = 330,000);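 active = inhibition above about 50% at the single test dose, limit read from the data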;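 note: plate controls were DMSO with enzyme for no effect and no enzyme buffer wells for full effect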
Target sequence (Q9BQF6 706-1050 limits assumed): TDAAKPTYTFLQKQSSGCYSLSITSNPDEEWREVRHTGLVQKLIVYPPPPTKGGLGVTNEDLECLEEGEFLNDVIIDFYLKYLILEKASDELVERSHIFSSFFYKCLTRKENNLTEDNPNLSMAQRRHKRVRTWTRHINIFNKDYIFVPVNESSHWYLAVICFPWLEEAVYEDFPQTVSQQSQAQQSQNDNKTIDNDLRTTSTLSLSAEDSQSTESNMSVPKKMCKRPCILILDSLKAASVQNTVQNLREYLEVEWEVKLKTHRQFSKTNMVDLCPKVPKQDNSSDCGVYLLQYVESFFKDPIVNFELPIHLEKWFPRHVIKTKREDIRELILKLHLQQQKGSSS
SENP1 FRET inh = human SENP1 catalytic domain inhibitors, primary screen, biochemical, FRET, uHTS; Sentrin-specific protease 1 (Homo sapiens), Q9P0U3; recombinant SENP1 catalytic domain, CyPet-SUMO1-YPet FRET cleavage; inhibition, % at 10 µM; actives 0.21% (n = 360,000); AID 624204, 2012;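 active = inhibition at least 30% at 10 µM, raw YFP signal under a set limit, fluorescence ratio 0.5 to 1.5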;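 note: 0% = enzyme with DMSO and 100% = no enzyme wells; some results filed as inactive read as strong as hits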
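Compound: 10 µM single point, 0.5% DMSO; Test system: hSENP1 catalytic domain, recombinant; Timing: 50 min reaction at room temperature; Technique: FRET, CFP and YFP emission; Control set: no-enzyme wells low, DMSO-plus-enzyme wells high control.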
SENP8 block-1 = human SENP8 protease inhibitors, primary screen, biochemical, fluorescence, Nedd8 protein substrate, uHTS. AID 602440, 2012. actives 0.64% (n = 360,000). Sentrin-specific protease 8 (Homo sapiens), Q96LD8. inhibition, % at 20 µM. recombinant SENP8; in the data active = inhibition mostly above about 40%, no sharp cut-off; inactive = mostly below about 27%
Target sequence (Q96LD8 whole entry, looked up): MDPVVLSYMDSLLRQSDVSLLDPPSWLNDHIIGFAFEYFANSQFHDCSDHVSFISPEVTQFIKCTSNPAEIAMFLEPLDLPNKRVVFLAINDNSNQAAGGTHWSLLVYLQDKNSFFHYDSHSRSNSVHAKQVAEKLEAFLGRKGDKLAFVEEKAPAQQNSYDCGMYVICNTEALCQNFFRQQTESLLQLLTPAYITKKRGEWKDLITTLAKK
HKDC1 inhibitor = HKDC1 hexokinase inhibitors, primary screen, biochemical, fluorescence, uHTS; actives 0.16% (n = 340,000); recombinant HKDC1, G6PDH/diaphorase resazurin coupled fluorescence; Q2TB90; inhibition, % at 20 µM;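 active = inhibition above about 35% when tested at 20 µM, limit read from the data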;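 note: plate controls were DMSO wells with enzyme for no effect and DMSO wells lacking enzyme for full effect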
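Assay system: in-house recombinant HK5 (HKDC1) enzyme. Input: HKDC1 at 5 µg/mL. Medium: Tris pH 8.0 buffer with MgCl2, Tween-20, BSA, BME. Dosing: single 20 µM dose. Schedule: 90 min reaction incubation at room temperature, dark. Signal: resazurin-to-resorufin fluorescence via G6PDH and diaphorase coupling, 525/613 nm. Controls: DMSO-enzyme wells negative, buffer-substituted wells positive.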
SENP6 inh = SENP6 protease inhibitors, primary screen, biochemical, luminescence, uHTS; Recombinant SENP6 catalytic domain, aminoluciferin luminescence; actives 1.8% (n = 330,000); inhibition, % at 10 µM; Sentrin-specific protease 6 (Homo sapiens), Q9GZR1;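 active = inhibition above about 50% at the single tested dose, limit read from the data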;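 note: plate controls were DMSO wells with enzyme for no effect and DMSO wells lacking enzyme for full effect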
Target sequence (Q9GZR1 628-1112 limits assumed): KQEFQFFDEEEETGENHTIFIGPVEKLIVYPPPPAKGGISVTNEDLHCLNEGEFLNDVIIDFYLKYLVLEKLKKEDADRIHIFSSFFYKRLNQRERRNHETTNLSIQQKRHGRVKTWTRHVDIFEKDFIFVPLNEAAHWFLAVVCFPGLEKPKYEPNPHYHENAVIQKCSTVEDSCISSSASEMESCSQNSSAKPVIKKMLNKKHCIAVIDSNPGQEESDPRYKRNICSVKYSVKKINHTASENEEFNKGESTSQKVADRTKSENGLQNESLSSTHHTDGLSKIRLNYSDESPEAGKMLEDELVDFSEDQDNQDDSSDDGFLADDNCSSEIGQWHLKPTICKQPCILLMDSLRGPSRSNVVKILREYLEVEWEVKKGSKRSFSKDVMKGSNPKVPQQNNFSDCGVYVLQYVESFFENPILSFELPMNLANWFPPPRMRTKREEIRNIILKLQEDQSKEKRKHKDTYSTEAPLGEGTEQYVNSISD
NALP3 yeast inh = NALP3 inflammasome inhibitors in reconstituted yeast, primary screen, luminescence, uHTS. Yeast reconstituted NLRP3/ASC/caspase-1, beta-gal luminescence, 24 h. inhibition, % at 10 µM. actives 0.39% (n = 330,000). AID 2825, 2010;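 active = inhibition of 50% or more; inactive = inhibition below 50%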;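 note: plate controls were induced DMSO wells for no effect and uninduced yeast grown without galactose for full effect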
PfGluPho inh = PfG6PD enzyme inhibitors, primary screen, biochemical, fluorescence intensity, uHTS | actives 0.78% (n = 350,000) | PfGluPho enzyme, NADPH resazurin-diaphorase fluorescence | glucose-6-phosphate dehydrogenase-6-phosphogluconolactonase (Plasmodium falciparum 3D7) | AID 504690, 2011 | inhibition, % at 20 µM;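 active = inhibition reaching at least a set limit at 20 µM in the primary screen, cut at about 59% in these data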;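 note: 0% = DMSO wells with substrate and 100% = DMSO wells lacking glucose-6-phosphate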
Apaf1 inhib = inhibitors of human Apaf-1 apoptosome, primary screen, biochemical, DEVD-Rh110 fluorescence, uHTS. AID 489030, 2010. reconstituted apoptosome caspase-3 activity. actives 0.71% (n = 330,000). inhibition, % at 20 µM. Apoptotic protease-activating factor 1 (Homo sapiens), O14727; active = inhibition of at least 40% at 20 µM;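 note: plate controls were DMSO wells for no effect and DEVD-CHO caspase inhibitor wells for full effect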
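System – cell-free apoptosome with Apaf-1, procaspase-3 and caspase-9 · Buffer or medium – pH 7.5 Hepes buffer with CHAPS, BSA, DTT · Also added – cytochrome c with DEVD-Rh110 · Times – 30 min compound preincubation, 50 min activation, room temperature · Technique – Rh110 fluorescence intensity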
SENP8 block-2 = SENP8 protease inhibitors, primary screen, biochemical, luminescence; Sentrin-specific protease 8 (Homo sapiens), Q96LD8; purified SENP8, Z-RLRGG-aminoluciferin cleavage; inhibition, % at 10 µM; actives 1.2% (n = 330,000); AID 2540, 2010; in the data active = inhibition above about 50%
Numbers without * were called inactive; . = no result given; & = joins results of further samples. Not a hit list (roughly 4.1% active in at least one column).

entry	smiles	SENP7 block	SENP1 FRET inh	SENP8 block-1	HKDC1 inhibitor	SENP6 inh	NALP3 yeast inh	PfGluPho inh	Apaf1 inhib	SENP8 block-2
1	CN(Cc1ccco1)S(=O)(=O)c1nnc(NC(=O)c2ccc(F)cc2)s1	2	-12	-169	-5	7	4	98*	11	0
2	O=C(c1ccc(N2CCCC2)c([N+](=O)[O-])c1)N1CCN(c2ccccn2)CC1	-7	4	14	-9	-3	26	-1	7	-6
3	CC(=O)c1cc2c(cc1N)OCO2	-4	-54	-63	3	2	-1	3	-13	-3
4	CSc1ccc(S(=O)(=O)N2CCC(C(=O)NCc3ccccn3)CC2)cc1	-8	-2	-5	-4	-4	21	-2	4	-1
5	CNc1ccc(N=Nc2cccc3ncccc23)cc1	.	-28	7	5	.	.	12	.	.
6	N#Cc1ccccc1S(=O)(=O)N1CCN(C(=O)C2CCCCC2)CC1	-6	2	3	-6	-30	-3	-9	11	-16
7	CC(=O)c1cccc(NC(=O)C(OC(=O)/C=C/c2ccc3c(c2)OCO3)c2ccccc2)c1 (stereo not drawn)	-14	2	-246	-5	2	21	-8	19	2
8	CC(=O)Nc1ccc(NC(=O)CSc2nncn2C)cc1	4	1	3	1	17	13	1	-8	3
9	Cc1c(Cl)cccc1NC(=O)Nc1cccnc1	-3	1	-1	-2	2	1	4	3	2
10	Cc1ccc(SCC(=O)c2ccc[nH]2)cc1	16	-6	6	-4	4	-8	9	-4	4
11	COc1nc(-c2ccccc2)ccc1-c1noc(COc2ccccc2)n1	8	-12	-87	9	-28	15	36	24	-7
12	N#CCCN1CCC(NC(=O)OCc2ccccc2)CCC1=O (stereo not drawn)	-12	1	21	-3	-22	4	-5	-4	-12
13	CCOC(=O)C(NC(C)=O)(NC(C)C)C(F)(F)F (stereo not drawn)	-5	-2	5	-6	-7	18	-6	-1	5
14	COc1ccc(-c2cc(C(F)F)n3ncc(C(=O)Nc4cccc(S(=O)(=O)N5CCOCC5)c4)c3n2)cc1	5	-45	-247	-6	6	9	1	20	1
15	Cc1cccc(NC(=O)NCc2ccc3[nH]c(C)cc3c2)c1	13	-10	5	-7	33	0	2	5	34
16	COc1ccc(NC(=S)Nc2ccc(S(N)(=O)=O)cc2)c(C)c1	2	1	-2	-8	3	6	9	-8	6
17	Cc1onc(-c2ccccc2Cl)c1C(=O)OCn1nnc2ccccc2c1=O	16	2	10	11	-14	11	-21	-8	0
18	CC(=O)N1C(=O)NC2=C(C(=O)CCC2)C1c1cccc([N+](=O)[O-])c1 (stereo not drawn)	-4	2	16	-4	4	16	1	6	-9
19	COc1ccc(C(=O)N[C@H](C(=O)NC2CCCCC2)C(C)C)cc1	8	0	-2	-8	-17	12	-1	-11	6
20	COc1ccc(C(=O)Nc2ccc3ccccc3n2)cc1OC	1	1	-43	-3	12	30	-2	-4	-7
21	Cc1nn(CC(=O)O)c(=O)c2ccccc12	1	1	6	4	2	-16	-18	-13	6
22	COc1ccc(CNC(=O)Cn2nc(C(F)(F)F)cc2C)cc1	-3	-1	2	0	16	7	-18	4	4
23	COc1cc(/C(O)=C(\C#N)c2nc3ccccc3[nH]2)cc(OC)c1OC	4	-36	-430	11	15	16	-22	-4	1
24	CCOc1ccc(CNc2ccc(CNc3ncn[nH]3)cc2)cc1	-1	-3	-1	-9	-14	-10	1	7	-5
25	COc1ccc(NC(=O)CN(c2ccc(C)cc2)S(=O)(=O)c2c(C)nn(C)c2C)cc1OC	2	0	6	-6	4	8	-9	13	3
26	CN(C)c1ccc(-c2c(-c3ccc4c(c3)OCO4)noc2-c2ccsc2)cn1	2	3	-190	3	29	20	17	34	4
27	Cc1nnc(OC(C)C)c2nn(-c3ccccc3F)c(C)c12	0	-3	13	-10	-12	6	8	-2	-9
28	Cc1ccc(NCc2nnc(SCC(N)=O)n2CC2CCCO2)c(C)c1 (stereo not drawn)	-4	1	8	-2	-8	-4	-7	0	-7
29	CCn1cc(C(=O)NCCc2ccccc2)c(=O)c2cc(S(=O)(=O)N(C)C)ccc21	-3	-1	10	-1	-3	8	1	9	10
30	Cc1ccc(NC(=S)N2CCN(c3nccc(C(F)(F)F)n3)CC2)c(C)c1	-1	2	-54	0	5	20	9	7	-6
31	CC(=O)N1CCC(C(=O)Nc2ccc(S(=O)(=O)N3CCCCC3)cc2)CC1	-2	1	3	-1	5	12	-12	-10	-1
32	Cc1cc(C(F)(F)F)nn1Cc1n[nH]c(=S)n1-c1cccc(Cl)c1	-3	1	9	-1	1	15	20	6	2
33	CN1CCN(CCCN2c3ccccc3Sc3ccc(Cl)cc32)CC1	4	0	-20	9&-2	3	38	35&26	57*	-1
34	Cc1ccc(S(=O)(=O)NC(=O)c2ccc(Br)o2)c(C)c1	-5	1	3	-2	-9	5	-12	2	1
35	CC(C)CC(CO)N1CCN(C(=O)c2cccc(C(F)(F)F)c2)CCC1=O (stereo not drawn)	-1	2	17	-6	6	12	4	-11	5
36	CCOC(=O)C1(CCCc2ccccc2)CCN(C(=O)CCc2cnn(C)c2)CC1	-7	4	15	-12	-8	3	-6	13	-2
37	O=C(N/N=C/c1cc([N+](=O)[O-])ccc1O)C1C2CCCCC21 (stereo not drawn)	-2	.	.	.	-36	24	.	0	-11
38	CCOc1ccccc1NC(=O)N1CCC(NC(=O)C2CCCCC2)CC1	-2	-2	13	-3	10	7	-12	-3	0
39	COc1ccc(OCC(=O)NNC(=O)C(=O)Nc2ccc(C)cc2)cc1	11	1	11	-7	12	-18	-14	5	1
40	Cc1cc(C)c2c(=O)n(CC(=O)NCCCN3CCOCC3)sc2n1	-4	0	-4	7	13	15	70*	5	-1
41	CCc1nc2ccccc2c(C(=O)OCCN2C(=O)c3ccccc3C2=O)c1C	3	1	42*	1	1	6	-14	17	5
42	O=C1CC(c2ccccc2)CN1C(=O)c1cccc([N+](=O)[O-])c1 (stereo not drawn)	-5	-5	8	-8	-3	13	-5	-8	1
43	CC(=O)N1CCc2c(sc(NC(=O)c3cccc(N4C(=O)CCC4=O)c3)c2C(N)=O)C1	4	-92	-259	8	47	0	0	57*	25
44	COc1cc(C2NC(=O)NC(c3ccccc3)=C2C(C)=O)c(Cl)cc1OCC(=O)O (stereo not drawn)	-3	2	8	-10	3	1	1	-10	6
45	CCC[C@@H](OS(N)(=O)=O)[C@@H](Cc1ccccc1)C(=O)OCC	9	0	1	2	2	-22	0	8	3
46	CCCCNS(=O)(=O)c1ccc(OC)cc1	-8	-2	23	-3	-10	16	-15	-5	-8
47	CCn1c(SCC(=O)NCC(=O)Nc2ccc(F)cc2)nnc1-c1ccncc1	-5	-2	-5	-4	-1	2	1	-3	4
48	Cc1nc(-c2ccccc2)sc1-c1n[nH]c(=S)n1C	-1	5	-324	-1	-2	11	1	7	-12
49	O=C(CCCCCN1C(=O)c2cccc3cccc(c23)C1=O)NCc1ccco1	9	0	-210	-5	-6	24	4	-7	-10
50	Cc1cc(C)cc(N(CCC#N)C(=O)CSc2ncnc3sccc23)c1	4	-4	10	-3	13	8	3	-1	-1
51	CCOC(=O)C1(Cc2cccc(OC)c2)CCCN(C(=O)CCN2CCCO2)C1 (stereo not drawn)	5	1	8	-6	10	12	-1	1	1
52	CCOC(=O)NC(=O)CN1C(=O)NC2(CCc3ccccc32)C1=O (stereo not drawn)	-3	-1	5	2	-8	4	2	-5	3
53	O=C(Nc1nccs1)c1cc2c(s1)-c1ccccc1OC2	16	-95	-431	0	-10	54*	-6	1	-16
54	CC(C)=NN1C(=O)c2ccccc2NC1(C)C	-7	-1	-427	-7	-11	-11	-2	6	0
55	C=CCNC(=S)Nc1ccccc1-c1nnc2n1CCCCC2	-8	2	-14	-7	-13	8	3	13	1
56	COc1ccc2[nH]cc(CCNS(=O)(=O)c3ccc(F)cc3)c2c1	-1	-2	-16	-6	-16	17	15	8	-6
57	COc1ccccc1N1CCN(C(=O)/C=C/c2ccc3c(c2)OCO3)CC1	13	2	-18	-4	0	11	14	3	-9
58	C=CCNC(=S)N1CCN(CCN=CC2=C(O)CC(c3ccc(Cl)cc3)CC2=O)CC1 (stereo not drawn)	2	-1	12	0	-2	25	5	-1	0
59	COc1ccc(-c2nn(-c3ccccc3)cc2C(=O)NC(=S)NNC(=O)c2ccncc2)cc1	-5	1	-48	-37	-14	36	-39	-8	2
60	Cc1cc(C)n(-c2nc(SCC(=O)Nc3nccs3)c3c4c(sc3n2)COC(C)(C)C4)n1	1	0	-65	-15	-3	11	-5	3	-3

(list continues)
entry	smiles	SENP7 block	SENP1 FRET inh	SENP8 block-1	HKDC1 inhibitor	SENP6 inh	NALP3 yeast inh	PfGluPho inh	Apaf1 inhib	SENP8 block-2
61	CCN1CCN(c2oc(-c3ccccc3)nc2S(=O)(=O)c2ccc(C)cc2)CC1	-8	2	-4	-7	-12	19	18	18	5
62	Cc1oc2c(C)c3oc(=O)c(CCC(=O)N4CCC(C(=O)NCCC(=O)O)(c5ccccc5)CC4)c(C)c3cc2c1C	4	-90	-400	1	-8	-12	-21	4	12
63	CCOc1cc2c(C)cc(=O)oc2cc1Cl	5	2	-83	-2	-3	10	5	-24	5
64	O=C(COC(=O)C1Cc2ccccc2CN1C(=O)c1ccccc1Cl)Nc1ccc(N2CCOCC2)cc1 (stereo not drawn)	-3	-22	7	-4	-10	22	3	16	-6
65	Oc1ccc2ccccc2c1C=Nc1ccccc1	5	-50	-19	26	-27	11	10	13	-12
66	O=C(CCCC(=O)N(CC(=O)NC1CCCC1)Cc1ccccc1)Nc1ccccn1	4	1	18	-6	6	12	-18	14	-2
67	CC(=O)c1c(C)[nH]c(C(=O)OCC(=O)N2CCCC2=O)c1C	7	1	13	-1	6	15	-10	-9	12

Laid out differently: 3 of the compounds above.
65: Oc1ccc2ccccc2c1C=Nc1ccccc1
  SENP7 block: 5
  SENP1 FRET inh: -50
  SENP8 block-1: -19
  HKDC1 inhibitor: 26
  SENP6 inh: -27
  NALP3 yeast inh: 11
  PfGluPho inh: 10
  Apaf1 inhib: 13
  SENP8 block-2: -12

67: CC(=O)c1c(C)[nH]c(C(=O)OCC(=O)N2CCCC2=O)c1C
  SENP7 block: 7
  SENP1 FRET inh: 1
  SENP8 block-1: 13
  HKDC1 inhibitor: -1
  SENP6 inh: 6
  NALP3 yeast inh: 15
  PfGluPho inh: -10
  Apaf1 inhib: -9
  SENP8 block-2: 12

66: O=C(CCCC(=O)N(CC(=O)NC1CCCC1)Cc1ccccc1)Nc1ccccn1
  SENP7 block: 4
  SENP1 FRET inh: 1
  SENP8 block-1: 18
  HKDC1 inhibitor: -6
  SENP6 inh: 6
  NALP3 yeast inh: 12
  PfGluPho inh: -18
  Apaf1 inhib: 14
  SENP8 block-2: -2
